# EPAC1 antagonist – qHTS for Antagonist of cAMP-regulated guanine nucleotide exchange factor 3 (EPAC1): primary screen; Rap guanine nucleotide exchange factor 3 (Homo sapiens), O95398; EPAC1 GEF assay, Rap1b-BODIPY-GDP exchange fluorescence; Potency, µM (series often up to 115 µM), for the others: at the top dose activity change, negative = inhibition, hits mostly inhibitors; actives 0.14% (n = 360,000);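 also: potency is read from the fitted curve at half-maximal effect; plate controls were vehicle for no effect and positive control for full effect; nearly all actives have a fitted effect of over 50% in size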
# WRN inhibitor – qHTS for Inhibitors of WRN Helicase | Bifunctional 3'-5' exonuclease/ATP-dependent helicase WRN (Homo sapiens), Q14191 | WRN helicase unwinding, fluorescent forked duplex, kinetic | Potency, µM (top dose mostly 114 µM), inactives show top-dose activity change, negative = inhibition, hits mostly inhibitors | actives 0.46% (n = 360,000); also: potency is read from the fitted curve at half-maximal effect; % is scaled to controls: 0 for no effect and ±100 for the full control effect; nearly all actives have a fitted effect of over 55% in size
# Target sequence (Q14191 whole entry, looked up): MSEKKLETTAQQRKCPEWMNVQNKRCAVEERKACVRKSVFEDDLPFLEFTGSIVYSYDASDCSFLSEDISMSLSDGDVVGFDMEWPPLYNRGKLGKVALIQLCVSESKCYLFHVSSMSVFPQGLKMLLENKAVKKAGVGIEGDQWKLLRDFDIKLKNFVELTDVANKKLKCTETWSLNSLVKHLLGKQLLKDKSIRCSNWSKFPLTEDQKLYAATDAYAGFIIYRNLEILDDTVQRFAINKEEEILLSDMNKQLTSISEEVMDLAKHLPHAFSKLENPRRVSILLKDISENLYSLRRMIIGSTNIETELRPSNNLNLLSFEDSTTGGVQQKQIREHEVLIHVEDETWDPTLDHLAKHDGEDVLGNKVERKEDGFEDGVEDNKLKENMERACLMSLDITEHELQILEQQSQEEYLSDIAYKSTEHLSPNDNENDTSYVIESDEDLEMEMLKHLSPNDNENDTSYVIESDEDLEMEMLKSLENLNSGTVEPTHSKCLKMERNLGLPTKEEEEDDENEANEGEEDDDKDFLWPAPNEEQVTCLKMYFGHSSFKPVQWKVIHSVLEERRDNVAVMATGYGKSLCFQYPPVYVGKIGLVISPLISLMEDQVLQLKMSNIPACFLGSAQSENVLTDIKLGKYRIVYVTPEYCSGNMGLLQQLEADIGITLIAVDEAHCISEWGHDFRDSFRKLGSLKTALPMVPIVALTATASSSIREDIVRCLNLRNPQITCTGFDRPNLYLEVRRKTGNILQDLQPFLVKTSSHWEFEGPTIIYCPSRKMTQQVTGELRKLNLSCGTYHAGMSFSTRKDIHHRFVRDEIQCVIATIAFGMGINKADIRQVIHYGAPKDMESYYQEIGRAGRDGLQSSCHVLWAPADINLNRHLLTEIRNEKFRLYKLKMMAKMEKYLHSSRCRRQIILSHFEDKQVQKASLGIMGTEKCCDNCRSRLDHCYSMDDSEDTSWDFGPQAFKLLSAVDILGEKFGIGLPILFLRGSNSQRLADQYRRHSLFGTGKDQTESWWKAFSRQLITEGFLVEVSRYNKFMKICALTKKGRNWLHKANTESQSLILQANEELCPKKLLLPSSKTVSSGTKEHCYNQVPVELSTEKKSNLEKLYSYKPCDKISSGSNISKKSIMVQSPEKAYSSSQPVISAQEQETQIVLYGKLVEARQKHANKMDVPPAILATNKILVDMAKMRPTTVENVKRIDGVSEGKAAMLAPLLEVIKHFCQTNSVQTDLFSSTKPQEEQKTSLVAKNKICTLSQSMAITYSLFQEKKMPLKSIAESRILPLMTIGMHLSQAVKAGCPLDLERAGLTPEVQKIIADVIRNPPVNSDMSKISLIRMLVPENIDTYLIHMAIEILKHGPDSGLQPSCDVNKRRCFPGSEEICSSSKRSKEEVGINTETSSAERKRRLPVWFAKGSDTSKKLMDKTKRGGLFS
#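 WRN at 20 nM final was preincubated with compound for 15 min at room temperature; reaction started with 100 nM forked duplex oligonucleotide carrying fluorophore and quencher plus 2 mM ATP (final). Unwinding followed kinetically by red fluorescence (ex 525/em 598 nm).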
# EPAC1 ag – qHTS for Agonist of cAMP-regulated guanine nucleotide exchange factor 3 (EPAC1): primary screen. EPAC1 agonist qHTS, biochemical assay; response scale: 100% = response to 6.5 mM cAMP. Potency, µM (titrated, usually from 154 µM), for inactives: at the top dose activation, actives largely listed as activators. AID 720707, 2013. actives 0.073% (n = 360,000); also: potency is read from the fitted curve at half-maximal effect; nearly all actives have a fitted effect of over 60% in size
#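 Nucleotide exchange by EPAC1 (100 nM) on Rap1B–BODIPY-GDP (250 nM) in the presence of 50 uM GDP is tracked fluorescently at 480/540 nm over 30 min. Signals are normalized to a 6.5 mM cAMP control.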
# Abeta rescue – qHTS for compounds that reverse cellular toxicity of Amyloid beta (A-beta) peptide in yeast: Primary Screen. actives 0.063% (n = 410,000). yeast expressing A-beta42, growth rescue, OD600, 48 h; response scale: 0% DMSO, 100% iron-clioquinol control. Potency, µM (doses to about 46.1 µM), for the others: top-dose growth rescue, most hits filed as activators; also: potency is read from the fitted curve at half-maximal effect; nearly all actives have a fitted effect of over 55% in size
#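 Growth rescue measured by 600 nm absorbance after 48 h yeast culture at 30 C with compound. Values normalized between DMSO and an equimolar ferric chloride plus clioquinol control.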
# IL2 activator – qHTS of IL-2 Activators | activation, % (series mostly up to about 46 µM) | actives 0.065% (n = 360,000) | IL-2 activation reporter assay, cell-based qHTS; stimulated with anti-CD3/CD4/CD28 beads; in transgenic mouse T cells; in the data active = activation above about 50%; inconclusive = mostly about 30% to 49%; also: 0% is about no effect
#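 Unstimulated transgenic mouse T cells, 750 per well, received compound and, after 60 minutes, anti-CD3/anti-CD4 bead plus anti-CD28 stimulation. EGFP and DsRed were quantified after 18 hours.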
# PLK1 PBD block – qHTS for Inhibitors of PLK1-PDB (polo-like kinase 1 - polo-box domain): Primary Screen; Plk1 PBD binding of FITC phosphopeptide, fluorescence polarization; Potency, µM, for the others: max response, negative = inhibition, usual class: inhibitors; actives 2.8% (n = 360,000); AID 720504, 2013; also: potency is read from the fitted curve at half-maximal effect; series mostly up to about 57 µM; % is scaled to controls: 0 for no effect and ±100 for the full control effect; nearly all actives have a fitted effect of over 65% in size
# PI5P4Ka inh – qHTS for Inhibitors of phosphatidylinositol 5-phosphate 4-kinase (PI5P4K); Phosphatidylinositol 5-phosphate 4-kinase type-2 alpha (Homo sapiens), P48426; PI5P4Kalpha enzyme, ADP-Glo luminescence, 60 min; stronger effect = lower value; max response, %; actives 1.2% (n = 330,000); AID 652105, 2013; active = max response of -50% or lower; inconclusive = between -30% and -50%; inactive = -30% or higher; also: value at the top dose of about 77 µM; % is scaled to controls: 0 for no effect and ±100 for the full control effect
#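 Luminescence from ADP-Glo served as readout of PI5P4Kalpha activity in a qHTS format. Reaction: enzyme, substrate, compound, ATP at 5 microM final, 60 min at RT.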
# FUS suppressor – qHTS for Suppressors of FUS Proteinopathy: Primary screen using FUS-linked yeast assay; S. cerevisiae FUS-expressing, growth rescue, OD600, 24 h; Potency, µM (top dose mostly 76.6 µM), for the others: at the top dose growth rescue (activation), hits mostly activators; actives 0.24% (n = 390,000); AID 1347120, 2019;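 also: potency is read from the fitted curve at half-maximal effect; plate controls were DMSO vehicle for no effect and reference control for full effect; nearly all actives have a fitted effect of over 55% in size; some results filed as inactive show a strong effect at the top dose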
#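 Compound concentration series was pinned onto galactose-induced FUS-expressing yeast seeded at OD 0.005. Plates sat 24hr at 30C; absorbance at 600 nm gave growth. DMSO served as background control.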
# * hit, by the source's call; ? = inconclusive; nt = not tested or not shown; [ ] = remark or other dose. Unless noted, calls follow the shape of the dose curve; as a rule, active = well fitted curve in the direction sought with a large enough effect; inconclusive = small, poorly fitted or top-dose-only effect, or another doubt; inactive = no such curve, though single readings can be large; an effect the other way counts as inactive or inconclusive. Hits appear at their usual frequency. Share with any hit: about 4.1%.
# Sample of the layout, 9 compounds:
cpd	smiles	EPAC1 antagonist	WRN inhibitor	EPAC1 ag	Abeta rescue	IL2 activator	PLK1 PBD block	PI5P4Ka inh	FUS suppressor
1	CN(C)CCCNc1nc2cc(-c3cnn(Cc4ccccc4)c3)sc2c(=O)n1C	20%	-11%	-8%	-14%	0.8	-9%	4	2%
2	CC(=O)c1ccc(NC(=O)CCSCCC(=O)Nc2ccc(C(C)=O)cc2)cc1	0%	-7%	-2%	11%	-1.2	-11%	0	16%
3	O=C(Nc1cc(Br)ccc1O)c1cnn2c(C(F)F)cc(C3CC3)nc12	-5%	-1%	4%	-17%	-0.5	-5%	-5	27%
4	COC(=O)N1CCCCC1c1cc(C(=O)NCc2cccnc2)no1 (stereo unspecified)	4%	-2%	3%	26%	-0.1	-10%	-5	-11%
5	CC(=O)c1cccc(NC(=O)Cc2cccs2)c1	-10%	-10%[57.1 µM]	-1%	12%	-4.2	-7%	nt	43%
6	N#Cc1cc2cc3c(cc2nc1N1CCOCC1)OCO3	8%	3%	1%	-5%	0.7	-8%	-4	-5%
7	COc1ccc(C(C(=O)NCCC(C)C)N(CCO)C(=O)c2snc(C(N)=O)c2N)cc1OC (stereo unspecified)	3%	2%	6%	11%	0.9	4%	-1	22%
8	Cc1ccc(C(=O)CC(C(=O)O)c2cn(CCC#N)c3ccccc23)cc1 (stereo unspecified)	-28%	-5%	13%	-14%	-0.8	27µM*	-7	?
9	O=C(CCC(=O)c1ccc(Oc2ccccc2)cc1)Nc1cccc(Cl)c1Cl	6%	-7%	13%	12%	0.4	-5%	6	-6%

# Results (from the top)
cpd	smiles	EPAC1 antagonist	WRN inhibitor	EPAC1 ag	Abeta rescue	IL2 activator	PLK1 PBD block	PI5P4Ka inh	FUS suppressor
1	CN(C)CCCNc1nc2cc(-c3cnn(Cc4ccccc4)c3)sc2c(=O)n1C	20%	-11%	-8%	-14%	0.8	-9%	4	2%
2	CC(=O)c1ccc(NC(=O)CCSCCC(=O)Nc2ccc(C(C)=O)cc2)cc1	0%	-7%	-2%	11%	-1.2	-11%	0	16%
3	O=C(Nc1cc(Br)ccc1O)c1cnn2c(C(F)F)cc(C3CC3)nc12	-5%	-1%	4%	-17%	-0.5	-5%	-5	27%
4	COC(=O)N1CCCCC1c1cc(C(=O)NCc2cccnc2)no1 (stereo unspecified)	4%	-2%	3%	26%	-0.1	-10%	-5	-11%
5	CC(=O)c1cccc(NC(=O)Cc2cccs2)c1	-10%	-10%[57.1 µM]	-1%	12%	-4.2	-7%	nt	43%
6	N#Cc1cc2cc3c(cc2nc1N1CCOCC1)OCO3	8%	3%	1%	-5%	0.7	-8%	-4	-5%
7	COc1ccc(C(C(=O)NCCC(C)C)N(CCO)C(=O)c2snc(C(N)=O)c2N)cc1OC (stereo unspecified)	3%	2%	6%	11%	0.9	4%	-1	22%
8	Cc1ccc(C(=O)CC(C(=O)O)c2cn(CCC#N)c3ccccc23)cc1 (stereo unspecified)	-28%	-5%	13%	-14%	-0.8	27µM*	-7	?
9	O=C(CCC(=O)c1ccc(Oc2ccccc2)cc1)Nc1cccc(Cl)c1Cl	6%	-7%	13%	12%	0.4	-5%	6	-6%
10	CC(C)c1nc(SCC(=O)N2CCN(c3ccccc3)CC2)c2c(=O)n(C)c(=O)n(C)c2n1	-8%	2%	3%	0%	-4.8	-9%	7	-28%
11	Cn1cc(C(=O)Nc2ccc(F)c(Cl)c2)cn1	7%	8%	-12%	-6%	0.0	1%	2	-20%
12	COc1cccc(NC(=O)c2ccc(S(=O)(=O)N3CCCC3)cc2)c1	-7%	-7%	1%	-17%	0.9	-8%	3	10%
13	COc1ccc(-c2nnn(CC(=O)N(CC(=O)NCCC(C)C)Cc3cccs3)n2)cc1OC	-3%	1%	7%	-1%	-1.1	-4%	nt	34%
14	CCCOc1ccc(-c2nc(-c3ccc([N+](=O)[O-])cc3)cs2)cc1	0%	-1%	12%	5%	5.3	0%	1	-31%
15	Nc1nc(Sc2ccc([N+](=O)[O-])cc2[N+](=O)[O-])n[nH]1	-7%	-9%	-4%	6%	-2.5	-17%	-1	-1%
16	CC(C)CC(c1nnnn1C1CCCCC1)N1CCN(c2ncccn2)CC1 (stereo unspecified)	-23%	-10%	15%	-63%[inhibitor]	-0.6	-7%	-1	-5%
17	COc1ccc(C(CNC(=O)c2ccc(Cl)c(NC(=O)c3cccs3)c2)N2CCCC2)cc1 (stereo unspecified)	-7%	4%	2%	2%	-2.7	-3%	2	21%
18	Cc1ccc(S(=O)(=O)NC(=O)NCCCN2CCOCC2)cc1	8%	11%	12%	-5%	2.9	-15%	2	11%
19	O=C(COC(=O)c1cc(-c2ccccc2)nc2ccccc12)NC1CC1	3%	-3%	3%	25%	-0.6	-7%	-3	?
20	O=C(NCCN1CCOCC1)/C(=C\c1ccc(Br)cc1)NC(=O)c1cccs1	-11%	6%	-7%	3%	-0.2	-5%	1	nt
21	Cc1nnc(SCC(=O)Nc2ccc(S(=O)(=O)Nc3ccc(Cl)nn3)cc2)s1	-21%	?	-12%	-6%	-1.2	-13%	-9	29%
22	Clc1ccc2c(c1)-c1nnc(Br)n1-c1ccccc1S2	-5%	-9%	8%	-30%	-1.5	-16%	-2	25%
23	CCOc1ccc(NC(=S)NC(=O)/C=C/c2ccc(OC)cc2)c([N+](=O)[O-])c1	3%	-3%	-7%	3%	-2.5	-8%	-5	nt
24	Cc1nc2ccccc2c2oc(C(=O)NCCCN3CCC(C)CC3)cc12	18%	8%[57.1 µM]	-5%	-13%	-3.4	-1%	0	-25%
25	COC(=O)C1C(=O)NC(SC)=C(C#N)C1c1ccccc1F (stereo unspecified)	2%	9%	8%	9%	-1.5	-10%	nt	8%

# Further compounds follow:
cpd	smiles	EPAC1 antagonist	WRN inhibitor	EPAC1 ag	Abeta rescue	IL2 activator	PLK1 PBD block	PI5P4Ka inh	FUS suppressor
26	Cc1ccc(S(=O)(=O)N2C[C@H]3n4c(=O)ccc(=O)n4C[C@H](OC(=O)NCc4ccccc4)[C@@]3(O)C2)cc1	-11%	-14%	-10%	-7%	-1.6	-22%	1	0%
27	O=C(N/N=C/c1cccc([N+](=O)[O-])c1)c1ccncc1	5%	2%	3%	-6%	19	2%	-6	-13%
28	O=C(COC(=O)CN1C(=O)c2cccc([N+](=O)[O-])c2C1=O)NC1CCS(=O)(=O)C1 (stereo unspecified)	-3%	0%	-5%	-2%	-1.9	-1%	1	-29%
29	CC(C)N(Cc1ccccc1)C(=S)Nc1ccccc1F	-18%	2%	5%	21%	0.0	-7%	-1	32%
30	CC(C)OCCCNC(=O)C1CC(=O)N(C2CCCCCCC2)C1 (stereo unspecified)	-22%	7%	4%	3%	0.6	-9%	12	3%
31	CC1(c2ccc(Cl)cc2)NC(=O)N(CC(=O)Nc2ccc(N3CCCCC3)cc2)C1=O (stereo unspecified)	-7%	-32%	-11%	4%	0.9	-14%	-9	31%
32	COc1ccc(-c2nc3c(C(=O)NCCN(C)C)cccc3c3ccccc23)cc1	-3%	56%[activator]	-5%	13%	-7.5	-3%	-8	nt
33	CCOc1ccc(S(=O)(=O)N2CCCCC2)cc1NC(=O)Cc1cccs1	-11%	5%	5%	-9%	-0.5	-11%	-26	nt
34	CCc1ccc(/C=C2\SC(N3CCOCC3)=NC2=O)cc1	0%	2%	3%	9%	0.6	-29%	-2	8%
35	Cc1cc(Cl)ccc1NC(=S)NCc1ccc(Cl)cc1	4%	1%	-9%	2%	-0.5	0%	5	-6%
36	Cc1ccc(NC(=O)N2CCCC2C(=O)NCCc2ccccc2)cc1 (stereo unspecified)	11%	2%	-2%	17%	0.1	0%	-1	-4%
37	O=C(c1ccc([N+](=O)[O-])o1)N1CCOCC1	?	6%	-8%	-24%	1.6	-6%	-7	5%
38	CCOC(=O)c1sc2ncn(/N=C/c3ccc(O)c(OC)c3)c(=O)c2c1C	22%	3%	-4%	-7%	-3.2	3%	3	-26%
39	COC(=O)C(C)n1cnc2c(nnn2-c2ccc(OC)cc2)c1=O (stereo unspecified)	-2%	2%	2%	2%	-1.0	-2%	nt	-16%
40	O=C(NCCCN1CCOCC1)c1ccc2c(c1)N(Cc1c(F)cccc1Cl)C(=O)c1ccccc1S2	-13%	-5%	-5%	nt	0.0	-5%	-4	29%
41	O=S1(=O)CC(N2CCOCC2)c2ccccc21 (stereo unspecified)	10%	-13%	1%	0%	0.5	-3%	-2	-24%
42	O=C(O)CCn1cc(/C=C2\NC(=S)N(c3ccccc3)C2=O)c(-c2ccc(Br)cc2)n1	?	-11%	1%	14%	-0.1	-13%	9	43%
43	CCCS(=O)(=O)N1CCN=C1SCc1cccnc1	-11%	15%	-9%	2%	1.5	-15%	-2	-3%
44	Cc1onc(-c2ccccc2)c1C(=O)NCC1COc2ccccc2O1 (stereo unspecified)	-19%	-7%	2%	-7%	0.3	-3%	1	1%
45	CC1(C)C(=O)OC(c2cccc([N+](=O)[O-])c2)C2(CCCCC2)C1=O (stereo unspecified)	2%	-4%	-7%	11%	0.6	2%	1	-15%
46	COCCCNC(=O)/C(C#N)=C1\N=C(NC(=O)c2cccs2)c2ccccc21	11%	-26%	3%	4%	0.5	-2%	-4	-12%
47	COCCn1c(SCC(N)=O)nnc1-c1c[nH]c2ccccc12	-21%	6%	3%	-2%	-4.1	-15%	-10	-26%
48	Cc1ccsc1CN(C)C(=O)CN1C(=O)NC2(CCCCC2C)C1=O (stereo unspecified)	-23%	4%	7%	7%	0.3	-2%	-1	0%
49	COc1ccc(C)cc1NC(=O)COC(=O)c1ccc2ccccc2n1	-21%	-2%	13%	11%	-0.5	0%	-1	7%
50	CSc1cccc(NC(=O)CNS(=O)(=O)c2ccccc2)c1	-19%	11%	-4%	5%	-4.4	0%	-2	-18%
51	CC(=O)Nc1sc(C)c(C)c1C(=O)OCC(=O)Nc1ccccc1	-24%	1%	13%	3%	0.3	-8%	2	-21%

# Compound activity (PubChem)
